Pf growth 96h – P. falciparum growth inhibition at 96 hours; AID 504834; actives 6.9% (n = 320,000); Potency, µM (titrated, usually from 28.7 µM), inactives show at the top dose activity change, negative = inhibition, actives largely listed as inhibitors; P. falciparum luciferase reporter growth, 96 h; also: potency is read from the fitted curve at half-maximal effect; % is scaled to controls: 0 for no effect and ±100 for the full control effect
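Readout is luminescence from an integrated firefly luciferase in P. falciparum. Red cells, 2% hematocrit and 0.05% parasitemia final, were cultured with compound through two parasite generations (96 hours) at 37 C, 5% CO2.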
HCV inhibitor – HCV inhibition | Huh7.5.1 HCVcc-Cre infection, luciferase reporter, 44 h | Potency, µM (highest dose often 41.8 µM), without a hit: top-dose activity change, negative = inhibition, actives largely listed as inhibitors | actives 3.4% (n = 340,000) | AID 651820; also: potency is read from the fitted curve at half-maximal effect; % is scaled to controls: 0 for no effect and ±100 for the full control effect
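Luciferase read-out (15 sec integration) after a 15 min room-temperature substrate step quantifies HCVcc-Cre infection. Cells, 1,000 per well, had compound added 4 h post-plating, then virus at ~0.5 moi, and were cultured 44 h.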
TbPYK inhibitor – T. brucei pyruvate kinase inhibition; TbPYK enzyme, Kinase-Glo Plus ATP luminescence, 45 min; Potency, µM (highest dose often 76.8 µM), for inactives: at the highest dose activity, negative = inhibition, actives largely listed as inhibitors; actives 0.12% (n = 410,000); also: potency is read from the fitted curve at half-maximal effect; % is scaled to controls: 0 for no effect and ±100 for the full control effect; nearly all actives have a fitted effect of over 50% in size
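Screened from lowest to highest concentration, compounds were pinned into TbPYK/substrate mixtures, and ADP (130 uM final) was added. Plates sat at room temperature for 45 min prior to Kinase-Glo Plus detection by luminescence.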
Cycloheximide cs – counter-screen hit for Shiga toxin inhibitors, cycloheximide; cell reporter, cycloheximide protein synthesis inhibition counterscreen; max response, %; actives 12% (n = 300,000); AID 2314; in the data active = max response mostly above about 13%, no sharp cut-off; inactive = mostly below about 14%; also: read at 38.3 µM for the half of the compounds with a filed dose; 0% is about no effect
Shiga inhibitor – Shiga toxin inhibition; Vero cells, Shiga toxin protein synthesis inhibition reporter; inhibition, % at 38.7 µM; actives 9.2% (n = 290,000); AID 2315; in the data active = inhibition mostly above about 28%, no sharp cut-off; inactive = mostly below about 43%; also: 0% is about no effect
LmPK inhibitor – LmPK (Leishmania mexicana) enzyme inhibition; Q27686; purified LmPK, Kinase-Glo ATP luminescence, 1 h; Potency, µM (titrated, usually from 57.5 µM), for the others: top-dose activity change, negative = inhibition, actives largely listed as inhibitors; actives 0.37% (n = 290,000); AID 1721; also: potency is read from the fitted curve at half-maximal effect; % is scaled to controls: 0 for no effect and ±100 for the full control effect
Target sequence (Q27686 whole entry, looked up): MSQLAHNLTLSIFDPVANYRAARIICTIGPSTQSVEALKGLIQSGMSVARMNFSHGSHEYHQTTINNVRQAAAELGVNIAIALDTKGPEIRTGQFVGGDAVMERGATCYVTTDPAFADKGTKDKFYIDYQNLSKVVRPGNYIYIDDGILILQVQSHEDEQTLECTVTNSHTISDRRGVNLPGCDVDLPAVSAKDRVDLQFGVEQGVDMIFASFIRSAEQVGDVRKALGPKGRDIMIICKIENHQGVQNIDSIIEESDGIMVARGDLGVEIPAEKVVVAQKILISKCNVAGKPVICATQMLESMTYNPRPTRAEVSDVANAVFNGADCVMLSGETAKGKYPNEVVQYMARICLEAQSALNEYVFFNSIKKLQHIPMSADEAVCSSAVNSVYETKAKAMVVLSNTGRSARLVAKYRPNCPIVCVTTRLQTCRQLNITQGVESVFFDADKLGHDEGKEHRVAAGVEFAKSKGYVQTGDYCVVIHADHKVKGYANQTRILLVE
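Purified LmPK (0.1 nM) with 0.5 mM PEP and 0.1 mM ADP in imidazole buffer pH 7.2 with MgCl2/KCl, 1 h at room temperature. ATP formed was read by luciferase luminescence and normalized to no-enzyme and uninhibited controls.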
Pf growth 48h – inhibits P. falciparum growth in the first generation, 48 h; AID 504832; P. falciparum luciferase growth in erythrocytes, 48 h; actives 5.9% (n = 310,000); Potency, µM (series often up to 28.7 µM), without a hit: top-dose activity change, negative = inhibition, hits mostly inhibitors; also: potency is read from the fitted curve at half-maximal effect; % is scaled to controls: 0 for no effect and ±100 for the full control effect
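Firefly luciferase activity from engineered P. falciparum reports growth; inhibitors lower the luminescent signal. Cultures contained 2% hematocrit erythrocytes at 0.1% final parasitemia.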
The depositor's hits bear a star; ? = inconclusive; . = not tested or not shown; & = joins results of further samples; [ ] = remark or other dose. Unless noted, calls follow the shape of the dose curve; as a rule, active = well fitted curve in the direction sought with a large enough effect; inconclusive = small, poorly fitted or top-dose-only effect, or another doubt; inactive = no such curve, though single readings can be large; an effect the other way counts as inactive or inconclusive. This is a random part of the collection, and some 24% of all compounds hit somewhere here.

SMILES	Pf growth 96h	HCV inhibitor	TbPYK inhibitor	Cycloheximide cs	Shiga inhibitor	LmPK inhibitor	Pf growth 48h
CC(C)(C)NC(=O)C(c1ccccc1F)N(Cc1ccco1)C(=O)c1csnn1 (configuration not stated)	-7%	2%	-1%	-7	-19	5%	0%
Cc1ccc2oc(=O)c3cnn(CC(=O)Nc4ccccc4N4CCN(C)CC4)c3c2c1	?	14µM*	-1%	-4	-3	1%	5%
CCn1cc([N+](=O)[O-])c(C(=O)Nc2nc(-c3ccc(C)c(C)c3)c(C)s2)n1	5%	-14%	-1%	-4	6	1%	-4%
Cc1cccc(C)c1NC(=O)CN(C)C(C)C(=O)Nc1ccccc1-c1ccccc1 (configuration not stated)	?	?	5%	-2	-19	1%	?
Cc1cccc(NC(=O)c2cc(S(=O)(=O)N3CCC4(CC3)OCCO4)ccc2F)c1	24%	-25%	-8%&2%	-1	-6	-12%	3%
CCn1c(SCC(=O)OC)nc2sc3c(c2c1=O)CC(C)(C)OC3	11%	40%[activator]	-8%	-1	-15	21%	-1%
N=c1n(Cc2ccccc2)c2ccccc2n1Cc1ccccc1	?	?	-12%	-4	-5	-7%	10µM*
COc1ccccc1N(CC(=O)NC1CCCC1)C(=O)CNC(=O)c1cccs1	1%	-14%	0%	-5	-2	9%	?
O=C(NNc1ccccc1[N+](=O)[O-])Nc1ccc(F)cc1F	46%[activator]	8%	1%	1	33	-1%	6%
CC1CC(C)CN(S(=O)(=O)c2ccc3c(c2)CC(C)N3C(=O)C2CCC2)C1 (configuration not stated)	?	?	-3%	1	-2	4%	10µM*
COc1ccc(S(=O)(=O)N2CCN(C(=O)c3cc(C)on3)CC2)cc1	?	-13%	-3%	.	.	.	5%
CN(C)CCCOC(=O)Cc1ccc(Cl)cc1	20%	-3%	-1%	10	-10	-2%	46%[activator]
O=C(Nc1cccc(C(=O)O)c1)/C(=C\c1ccc2c(c1)OCO2)NC(=O)c1ccco1	13%	18%	-2%	1	3	-1%	18%
C=CCn1c(SCC(=O)c2ccc(OC)cc2)nnc1-c1ccc2c(c1)OCO2	?	-1%	-3%	-3	-8	4%	-9%
O=C(Nc1ccc(Cl)cc1)Nc1ccc(Oc2cccnc2)nc1	-70%	?	-2%	46*	51*	8%	61%[activator]
CC(Oc1cccnc1[N+](=O)[O-])C(=O)Nc1ccc(F)cc1 (configuration not stated)	9%	-2%	1%	.	.	.	19%
CC(C)OC(=O)CSc1nnc(-c2cnccn2)n1-c1ccccc1	5%	18%	0%	-3	8	-1%	-15%
CC(C)=C1C2CCC1C1C(=O)N(c3nccs3)C(=O)C21 (configuration not stated)	472%[activator]	-8%	3%	-2	1	-6%	3%
COc1ccc(-n2c(Cn3nc(C(F)(F)F)cc3C)n[nH]c2=S)cc1	-19%	1%	3.2µM*	-5	-10	-9%	4%
COc1cccc(CN(C)C(=O)c2ccccc2SCC(=O)N2CCCC2)c1	2%	-4%	-9%	.	.	.	3%
Nc1ccc(S(=O)C(F)(F)F)cc1 (configuration not stated)	-5%	16%	-4%	-2	-13	0%	26%
COC(=O)c1ccc(CNC(=O)COC(=O)c2cc(Cl)nc(Cl)c2)cc1	-8%	18%	-1%	-2	2	5%	-16%
CC(C)Cc1ccc(S(=O)(=O)Nc2ccc3[nH]c(=O)[nH]c3c2)cc1	9%	?	-7%&-1%	-3	1	3%	-4%
CCOc1ccc(S(=O)(=O)N2CCN(c3ncccn3)CC2)cc1	?	-4%	-8%	0	-8	-6%	7%
O=S(=O)(c1cccc(C(F)(F)F)c1)N1CCC(c2cc(-c3cccc4ccccc34)n[nH]2)CC1	10µM*	1%	-20%	-7	-3	0%	?
COc1cc(CNc2ccc(S(N)(=O)=O)cc2)ccc1OCC(=O)NC1CCCCC1	1%	-24%	4%	-2	-9	-1%	-24%
CCOC(=O)C(=O)NNc1ccc(F)cc1	-14%	4%	1%	16	14	-3%	14%
CC1CCCCC1NC(=O)CN(C)S(=O)(=O)c1cccc2cccnc12 (configuration not stated)	-3%	-14%	5%	1	-1	1%	-10%
COc1ccc(-c2ccnc(-c3ccncc3)n2)cc1	?	?	-1%	14	28	6%	0%
Cc1ccc(C(=O)NC(=S)N2CCN(C)CC2)cc1Br	?	11%	?	-1	13	-2%	-23%

Whole records, looked up by structure. Order of values: Pf growth 96h | HCV inhibitor | TbPYK inhibitor | Cycloheximide cs | Shiga inhibitor | LmPK inhibitor | Pf growth 48h
COc1ccc(-c2ccnc(-c3ccncc3)n2)cc1 is listed with ? | ? | -1% | 14 | 28 | 6% | 0%
COc1cc(CNc2ccc(S(N)(=O)=O)cc2)ccc1OCC(=O)NC1CCCCC1 is listed with 1% | -24% | 4% | -2 | -9 | -1% | -24%

The list goes on.
SMILES	Pf growth 96h	HCV inhibitor	TbPYK inhibitor	Cycloheximide cs	Shiga inhibitor	LmPK inhibitor	Pf growth 48h
COc1ccc(N2C(=O)CCC(C(=O)N(C)C3CCCCC3)C2c2ccc(OC)c(OC)c2)cc1 (configuration not stated)	-2%	1%	-2%	-1	-5	-4%	-7%
Cc1occc1C(=O)NC1CCCCCCC1	61%[activator]	38%[activator]	4%	40*	60*	-6%	77%[activator]
CCOC(=O)C1=C(COC(=O)Cc2c(F)cccc2Cl)NC(=O)NC1C (configuration not stated)	-18%	6%	-3%	.	.	.	-30%
COc1ccc(-n2c(SCC(=O)Nc3nccs3)nc3c(c2=O)SCC3)cc1	-8%	-18%&6%	0%	-1	9	0%	?
COc1ccccc1N1CCN(C(=S)Nc2cccc(C)c2)CC1	7%	-21%	-6%	33*	52	2%	0%
COc1ccccc1/C=C1\SC(=S)N(CCC(=O)Nc2ccc(C(=O)O)c(O)c2)C1=O	4%	15%	-1%	10	12	2%	39%[activator]
Clc1ccc(-c2nnc3n2CCCC3)cc1Cl	43%[activator]	11%	0%	0	-9	-2%	47%[activator]
O=C(N=C1SC2CS(=O)(=O)CC2N1Cc1ccc(F)cc1)C1CC1 (configuration not stated)	19%	3%	-6%	-4	-8	0%	15%
COc1cccc(C(=O)Cn2c(N3CCCCC3)nc3c2c(=O)n(C)c(=O)n3C)c1	?	-10%	-4%	-3	-6	-3%	-17%
COc1ccc(C2/C(=C(/O)c3ccccc3)C(=O)C(=O)N2C)cc1 (configuration not stated)	?	36%[activator]	-9%	1	1	-3%	-2%
CC(=O)Nc1ccc(S(=O)(=O)Nc2c(C)n(C)n(-c3ccccc3)c2=O)cc1	-21%	7%	0%	10	-7	0%	15%
Cn1c(NC(=O)c2ccccc2Br)cc(=O)n(C)c1=O	-2%	-14%	2%	0	-6	6%	3%
CC(=O)N1c2ccc([N+](=O)[O-])cc2NC(=O)CC1C (configuration not stated)	17%	10%	9%	-1	-9	0%	9%
CCOc1ccc(N2CC(C(=O)NCCCc3ccccc3)CC2=O)cc1 (configuration not stated)	?	-3%	4%	.	.	.	?
CC(=O)C1C(=O)CC(C)(O)C(C(C)=O)C1c1ccccc1 (configuration not stated)	92%[activator]	7%	3%	7	4	4%[11.5 µM]	3%
COc1ccc(C2NC(C(=O)O)Cc3c2[nH]c2ccccc32)cc1OC (configuration not stated)	.	10%	-6%	4	14	-7%	23%
O=C(Nc1cccc([N+](=O)[O-])c1)c1ccccc1	128%[activator]	?	2%	18*	30	-4%	95%[activator]
Cc1cc(-c2nnc(SCC(=O)Nc3nc(-c4ccc(Cl)cc4)cs3)o2)no1	3%	5%	-6%	0	-3	-2%	0%
COc1ccc(N2CCN(c3ccc([N+](=O)[O-])nc3)CC2)cc1	62%[activator]	-1%	1%	-2	4	4%	12%
CCCNC(=O)CN(C)S(=O)(=O)c1ccc(F)cc1	12%	5%	-5%	13	16	-4%	-8%
COC(=O)COc1ccc(S(=O)(=O)Nc2ccc(NC(C)=O)cc2)cc1	.	1%	2%	8	-17	-5%	8%
C=CCCN(C1CCCC1)S(=O)(=O)c1ccccc1Br	15µM*	-29%	-2%	5&-7	1&11	0%	?
CC(C)N(CCc1ccncc1)C(=S)Nc1cccc(Cl)c1	28%	-3%	-6%	11	-10	-4%	17%
COc1ccc2c(c1)C(=O)N(c1ccccc1OC)C(=O)C2	.	13%	-3%	-3	8	11%	-9%
CCc1ncc(C)[nH]1	46%[activator]	-7%	1%	-2	-3	-6%	21%
NC(=O)C1CCN(C(=O)C2(NC(=O)Nc3cccc(F)c3)CCCCC2)CC1	?	11%	5%	-4	-11	1%	1%
CN1C(=O)[C@H]2[C@@H](/C=C/c3ccccc3)N3C(=O)CN(CC4CC4)C(=O)[C@@]3(C)[C@H]2C1=O	80%[activator]	-7%	-2%	-2	-3	-3%	42%[activator]
COc1ccc(C=O)cc1Cn1c(=O)n(CCC(=O)NCc2ccco2)c(=O)c2sccc21	28%	27%	-2%	-2	11	4%	28%[1.15 µM]
Cc1cc(C)n(C(=O)COc2ccccc2C)n1	-24%	0%	1%	-3	-10	-11%	-3%

Some of these compounds in order of SMILES length, highest first:
SMILES	Pf growth 96h	HCV inhibitor	TbPYK inhibitor	Cycloheximide cs	Shiga inhibitor	LmPK inhibitor	Pf growth 48h
COc1ccccc1/C=C1\SC(=S)N(CCC(=O)Nc2ccc(C(=O)O)c(O)c2)C1=O	4%	15%	-1%	10	12	2%	39%[activator]
Cc1cccc(NC(=O)c2cc(S(=O)(=O)N3CCC4(CC3)OCCO4)ccc2F)c1	24%	-25%	-8%&2%	-1	-6	-12%	3%
Cc1cccc(C)c1NC(=O)CN(C)C(C)C(=O)Nc1ccccc1-c1ccccc1 (configuration not stated)	?	?	5%	-2	-19	1%	?
NC(=O)C1CCN(C(=O)C2(NC(=O)Nc3cccc(F)c3)CCCCC2)CC1	?	11%	5%	-4	-11	1%	1%
C=CCn1c(SCC(=O)c2ccc(OC)cc2)nnc1-c1ccc2c(c1)OCO2	?	-1%	-3%	-3	-8	4%	-9%
COC(=O)c1ccc(CNC(=O)COC(=O)c2cc(Cl)nc(Cl)c2)cc1	-8%	18%	-1%	-2	2	5%	-16%
COc1ccccc1N(CC(=O)NC1CCCC1)C(=O)CNC(=O)c1cccs1	1%	-14%	0%	-5	-2	9%	?
COc1ccc(C2/C(=C(/O)c3ccccc3)C(=O)C(=O)N2C)cc1 (configuration not stated)	?	36%[activator]	-9%	1	1	-3%	-2%
CC1CCCCC1NC(=O)CN(C)S(=O)(=O)c1cccc2cccnc12 (configuration not stated)	-3%	-14%	5%	1	-1	1%	-10%
CCn1c(SCC(=O)OC)nc2sc3c(c2c1=O)CC(C)(C)OC3	11%	40%[activator]	-8%	-1	-15	21%	-1%
CCOc1ccc(S(=O)(=O)N2CCN(c3ncccn3)CC2)cc1	?	-4%	-8%	0	-8	-6%	7%
COc1ccc2c(c1)C(=O)N(c1ccccc1OC)C(=O)C2	.	13%	-3%	-3	8	11%	-9%
COc1ccccc1N1CCN(C(=S)Nc2cccc(C)c2)CC1	7%	-21%	-6%	33*	52	2%	0%
CC(C)N(CCc1ccncc1)C(=S)Nc1cccc(Cl)c1	28%	-3%	-6%	11	-10	-4%	17%
C=CCCN(C1CCCC1)S(=O)(=O)c1ccccc1Br	15µM*	-29%	-2%	5&-7	1&11	0%	?
Cc1cc(C)n(C(=O)COc2ccccc2C)n1	-24%	0%	1%	-3	-10	-11%	-3%
